Bcl-xL primary: blocks human Bcl-xL binding to Bim BH3 peptide; AID 2129; inhibition, % at 10.9 µM; GST-Bcl-xL / FITC-Bim BH3 peptide fluorescence polarization; Q07817; 320,000 compounds, 0.7% hits;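 active means inhibition above the mean of all tested compounds plus 3 SD, cutoff set per campaign, cut at about 30% in these data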;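 further: 0% = DMSO wells and 100% = unlabeled Bim-BH3 peptide competitor; inhibitors lower millipolarization by displacing the labeled peptide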
GRK2 inh: human GRK2 inhibition via aptamer displacement; bead flow cytometry, FAM-aptamer displacement from GRK2; inhibition of aptamer binding, % at 10 µM; AID 488847; 330,000 compounds, 0.59% hits;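 active means inhibition of aptamer binding above 40%, roughly 3 SD of noise, on plates passing a quality check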;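 further: median bead fluorescence of bound FAM aptamer so fluorescent compounds give negative values; no value below 0 was filed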
Target sequence (P25098 whole entry, looked up): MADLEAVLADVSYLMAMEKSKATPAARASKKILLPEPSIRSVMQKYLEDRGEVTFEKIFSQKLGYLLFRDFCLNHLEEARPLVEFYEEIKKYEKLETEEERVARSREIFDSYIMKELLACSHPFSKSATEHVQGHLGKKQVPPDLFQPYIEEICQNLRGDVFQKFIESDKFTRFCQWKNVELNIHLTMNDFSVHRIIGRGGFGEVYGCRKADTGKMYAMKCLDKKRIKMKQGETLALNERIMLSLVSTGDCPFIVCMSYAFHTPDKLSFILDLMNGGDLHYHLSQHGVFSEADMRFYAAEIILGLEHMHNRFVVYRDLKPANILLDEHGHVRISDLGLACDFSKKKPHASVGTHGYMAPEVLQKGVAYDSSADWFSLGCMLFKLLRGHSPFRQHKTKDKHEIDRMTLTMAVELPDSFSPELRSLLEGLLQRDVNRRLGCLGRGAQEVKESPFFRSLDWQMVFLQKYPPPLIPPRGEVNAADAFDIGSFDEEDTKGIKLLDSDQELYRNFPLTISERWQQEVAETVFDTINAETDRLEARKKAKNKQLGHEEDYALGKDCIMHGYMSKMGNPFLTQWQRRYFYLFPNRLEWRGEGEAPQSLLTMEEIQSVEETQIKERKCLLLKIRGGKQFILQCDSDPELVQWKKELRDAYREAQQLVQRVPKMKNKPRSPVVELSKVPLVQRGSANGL
Fam108B inh: counter-screen for RBBP9 inhibitors: inhibitors of mouse Fam108B; inhibition, % at 9.51 µM; recombinant Fam108B, FP-Rh probe fluorescence polarization; 300,000 compounds, 0.33% hits;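 active means inhibition above the screen mean inhibition plus 3 SD, computed separately per campaign, cut at about 18% in these data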;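 further: inhibitors lower polarization as less probe binds the enzyme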
GLD-1 RNA inh: GLD-1-TGE RNA interaction inhibition (C. elegans); inhibition, % at 5.96 µM; Q17339; AID 2280; purified GLD-1 + fluorescein TGE RNA, fluorescence polarization; 320,000 compounds, 0.44% hits;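 active means percent inhibition above a per-plate cutoff, the plate mean of test compounds plus 3 SD, cut at about 30% in these data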;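 further: 0% = DMSO wells with GLD-1 and probe and 100% = wells lacking GLD-1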
PME-1 primary: PME-1 (human) inhibition; Q9Y570; recombinant PME-1, FP-Rh probe fluorescence polarization; inhibition, % at 5.9 µM; 320,000 compounds, 0.53% hits; AID 2130;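 active means inhibition above the campaign mean of all compounds plus 3 SD, cut at about 26% in these data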;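 further: competitive labeling of PME-1 active site by serine hydrolase directed probe; 0% = PME-1 with DMSO and 100% = wells lacking PME-1 enzyme; inhibitors block probe labeling so polarization falls and inhibition rises; many of its hits are not listed in these tables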
Target sequence (Q9Y570 whole entry, looked up): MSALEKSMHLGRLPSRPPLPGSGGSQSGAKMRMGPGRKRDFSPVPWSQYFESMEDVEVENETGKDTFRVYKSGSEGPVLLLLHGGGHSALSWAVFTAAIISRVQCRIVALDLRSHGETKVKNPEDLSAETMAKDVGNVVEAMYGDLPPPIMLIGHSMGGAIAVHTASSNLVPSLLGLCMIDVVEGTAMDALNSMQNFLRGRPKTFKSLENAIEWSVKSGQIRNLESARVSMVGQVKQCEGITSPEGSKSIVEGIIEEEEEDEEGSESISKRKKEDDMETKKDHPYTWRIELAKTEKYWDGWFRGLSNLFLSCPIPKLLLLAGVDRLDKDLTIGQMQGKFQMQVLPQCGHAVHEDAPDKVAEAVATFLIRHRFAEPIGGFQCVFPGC
MEX-5 binding: C. elegans MEX-5 TCR-2 RNA binding activity; Q9XUB2; MEX-5/FITC-TCR2 RNA binding, fluorescence polarization; stronger effect = lower value; activity score (negative = inhibition of binding), % at 10 µM; 300,000 compounds, 0.38% hits; AID 1832;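 active means inhibition past about -25% in most replicates, and total fluorescence under double the plate's negative control median, limit read from the data; inconclusive means replicates evenly split on the limit, or fluorescence at least double controls; inactive means too little inhibition in most replicates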;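 further: 0% = DMSO and -100% = 5 µM competing unlabeled TCR2 RNA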
VLA-4 inh: inhibition in a human VLA-4 binding assay; P13612; VLA-4 expressing cells, ligand binding flow cytometry; inhibition, % (about 7 µM as worked out from the volumes in the protocol); 330,000 compounds, 0.2% hits; AID 2557; in the data active means inhibition above about 50%
Efflux pump inh: blocks antifungal efflux pumps in multiplex yeast assay; S. cerevisiae Candida pump triplex, Nile Red efflux; inhibition, % at 10 µM; 330,000 compounds, 0.44% hits;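 active means plate passing quality check with inhibition over a set limit, or well fluorescence over plate mean plus 4 SD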;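 further: Nile Red retained in pooled yeast measured as flow cytometry median fluorescence; 0% = buffer negative control and 100% = Enniatin B positive control; higher means more Nile Red kept so more efflux inhibition; some compounds called inactive have numbers as strong as hits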
MCL1 BIM primary: MCL1-BIM-BH3 interaction inhibition (human) | GST-MCL1 / FITC-Bim-BH3 fluorescence polarization | inhibition, % at 10.9 µM | 320,000 compounds, 0.68% hits;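 active means inhibition above the mean inhibition of all tested compounds plus 3 SD, set per campaign, cut at about 40% in these data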;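 further: 0% = DMSO wells and 100% = unlabeled Bim-BH3 peptide control; higher means more loss of mP so more displacement of Bim peptide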
The depositor's hits bear a star; u = inconclusive; x = no result given. Not all compounds are listed; count on the stated rates, not on these rows.

SMILES	Bcl-xL primary	GRK2 inh	Fam108B inh	GLD-1 RNA inh	PME-1 primary	MEX-5 binding	VLA-4 inh	Efflux pump inh	MCL1 BIM primary
Cc1ccc(C(C)NC(=O)Cc2cccs2)c(C)c1 (stereo not drawn)	0	0	-3	3	-1	0.3	0	0.0	1
NC(=O)c1c(/N=C/c2cccs2)sc2c1CCCC2	0	1	-2	2	-4	1.6	10	-0.1	6
COc1ccc(CC(=O)NNC2=Nc3cccc4cccc2c34)cc1OC	4	0	-3	4	3	u	1	0.0	1
CC1(NC(=O)N2CCCCC2)CCS(=O)(=O)C1 (stereo not drawn)	3	0	-2	6	-2	0.0	1	0.0	-5
CCOC(=O)c1ccc(NC(=S)NCCCN2CCCC2=O)cc1	7	0	-2	3	3	0.6	8	-0.1	4
COc1ccc(C(CNC(=O)C(C)Oc2ccc(Br)cc2)N2CCCC2)cc1 (stereo not drawn)	1	0	-3	-4	-6	5.3	6	0.0	0
Cc1noc(C)c1S(=O)(=O)N(CC(=O)NCc1ccccc1)c1ccc(C(C)C)cc1	0	0	-2	-1	2	-2.8	1	-0.1	2
O=C(C[n+]1ccccc1)N/N=C/c1c(F)cccc1Cl	-2	0	3	0	4	2.2	24	-0.2	1
CC(=O)c1c(C)oc2ccc(N(C(=O)C3CCCCC3)S(=O)(=O)c3cc([N+](=O)[O-])ccc3C)cc12	2	0	2	-8	8	0.3	0	0.0	6
CCOc1ccccc1-n1c(SCC(=O)NCc2ccco2)nnc1-c1ccncc1	-3	4	-4	-7	-7	0.1	3	0.0	-10
CC1Oc2ccccc2N(CC(=O)c2ccccc2)C1=O (stereo not drawn)	3	2	0	7	0	0.0	3	-0.6	10
N#CC1=C(N)Oc2n[nH]c(-c3cccs3)c2C1C1CCCCC1 (stereo not drawn)	4	0	-8	10	-1	-0.2	19	-0.1	10
COc1ccc(S(=O)(=O)N(C)CC(=O)N2CCOCC2)cc1Cl	-9	0	1	-3	-7	1.2	-9	0.1	-5
O=C1[C@@H]2C(c3cccnc3)=NO[C@@H]2C(=O)N1c1ccc2ccccc2c1	2	0	6	-3	2	0.7	-11	0.1	5
N#C/C(=C(/O)c1ccc([N+](=O)[O-])s1)c1nc2ccccc2[nH]1	2	4	6	5	6	-1.6	18	0.2	-1
C=CCSc1nnc(-c2cccc3ccccc23)o1	x	4	x	4	x	x	-23	0.4	x
Cc1cc(C)n2nc(SCc3nc4ccccc4[nH]3)nc2n1	2	0	-2	1	3	0.2	-13	-0.2	6
O=C(CCc1ccccc1)Nc1cc2c3c(c1)CCC(=O)N3CCC2	1	3	3	3	3	-2.5	20	0.0	3
COc1cc(/C=N/n2c(-c3cc(C)[nH]n3)n[nH]c2=S)cc(OC)c1O	-18	0	-4	0	-2	-2.0	-7	-0.1	-22
CCOC(=O)NNc1cc(C(F)(F)F)ccn1	3	0	1	-2	1	2.1	6	0.0	1
COCc1cc(C(C)=O)ccc1OC	0	0	2	-3	10	-3.3	-13	-0.1	1
O=C1ON=C(c2ccc(Cl)cc2)/C1=C/c1ccc(O)cc1	6	3	4	4	-3	4.5	5	-0.2	-1
CCCSc1nc(=O)n2cccc(C)c2n1	2	1	0	6	-7	-1.5	-2	-0.3	-3
O=C1/C(=C/c2ccccc2)Oc2cc(OC(=O)N3CCOCC3)ccc21	-3	1	0	3	-5	-0.9	9	-4.2	-7
COc1ccc(N(C(=O)c2ccncc2)S(=O)(=O)c2ccc(OC)c(OC)c2)cc1	-3	4	2	-1	-1	1.8	6	-0.1	-4
COc1ccc(N2CCN(C(=O)c3ccc(C)c(Cl)c3)CC2)cc1	4	1	2	1	1	1.3	-15	0.0	0
Cc1cc(C)n(C(=O)c2cccc([N+](=O)[O-])c2)n1	2	1	4	5	0	-3.0	-3	-0.1	-11
Clc1cccc(CSC2=NCCCN2)c1	3	0	-4	-12	-9	-0.2	-29	-0.2	7
CC(C)CC[n+]1ccn(C2=C([O-])c3ccccc3C(=O)/C2=N\S(=O)(=O)c2ccccc2)c1	6	0	3	14	5	1.3	18	0.0	4
Cc1cc(C(=O)O)c(CCCN)s1	3	2	1	4	-4	-1.4	3	-0.1	-2
CCc1ccccc1OCC(=O)Nc1nc(-c2cccnc2)cs1	6	0	0	0	1	-0.1	13	0.1	1
Cc1cc(SCC(=O)N2CCCC2=O)nc2ccccc12	x	0	x	-10	x	x	-11	-0.3	x
COc1cc(C#N)ccc1OCC(=O)NCc1cccs1	0	0	1	-7	5	-0.9	-1	-0.1	-11
COc1ccc(C(=O)N2CC(c3ccc(Cl)cc3)CC2=O)cc1 (stereo not drawn)	5	0	1	5	5	2.8	7	-0.1	1
COc1ccc(Nc2ncc(C(=O)N3CCN(c4ccccc4OC)CC3)c3ccccc23)cc1	4	0	5	-2	3	1.8	-10	0.2	17
COc1cc(C(=O)Nc2cc(C)cc(C)c2)c(-n2cnnn2)cc1OC	3	6	2	4	3	2.4	17	-0.1	0
O=C(/C=C/c1ccccc1)N1CCN(c2ccc([N+](=O)[O-])c(N3CCOCC3)c2)CC1	2	0	-4	8	1	-1.1	4	-0.1	3
Cn1c(=O)cc(SCC(=O)NCC2CCCO2)c2ccccc21 (stereo not drawn)	3	0	0	2	-1	2.0	2	0.2	-1
CCCC(=O)OCC(=O)Nc1ccc(N=Nc2ccccc2)cc1	6	0	0	2	7	x	4	-0.1	-4
COc1ccc(CC(=O)NCC2CCCN(Cc3ccccc3Cl)C2)cc1 (stereo not drawn)	x	0	x	x	x	0.9	1	-0.1	x

7 of these compounds in a different format.
Compound | Bcl-xL primary | GRK2 inh | Fam108B inh | GLD-1 RNA inh | PME-1 primary | MEX-5 binding | VLA-4 inh | Efflux pump inh | MCL1 BIM primary
COc1cc(C#N)ccc1OCC(=O)NCc1cccs1 | 0 | 0 | 1 | -7 | 5 | -0.9 | -1 | -0.1 | -11
COc1ccc(C(=O)N2CC(c3ccc(Cl)cc3)CC2=O)cc1 (stereo not drawn) | 5 | 0 | 1 | 5 | 5 | 2.8 | 7 | -0.1 | 1
COc1ccc(Nc2ncc(C(=O)N3CCN(c4ccccc4OC)CC3)c3ccccc23)cc1 | 4 | 0 | 5 | -2 | 3 | 1.8 | -10 | 0.2 | 17
COc1cc(C(=O)Nc2cc(C)cc(C)c2)c(-n2cnnn2)cc1OC | 3 | 6 | 2 | 4 | 3 | 2.4 | 17 | -0.1 | 0
O=C(/C=C/c1ccccc1)N1CCN(c2ccc([N+](=O)[O-])c(N3CCOCC3)c2)CC1 | 2 | 0 | -4 | 8 | 1 | -1.1 | 4 | -0.1 | 3
Cn1c(=O)cc(SCC(=O)NCC2CCCO2)c2ccccc21 (stereo not drawn) | 3 | 0 | 0 | 2 | -1 | 2.0 | 2 | 0.2 | -1
CCCC(=O)OCC(=O)Nc1ccc(N=Nc2ccccc2)cc1 | 6 | 0 | 0 | 2 | 7 | x | 4 | -0.1 | -4

Other results:
SMILES	Bcl-xL primary	GRK2 inh	Fam108B inh	GLD-1 RNA inh	PME-1 primary	MEX-5 binding	VLA-4 inh	Efflux pump inh	MCL1 BIM primary
CN(CC(=O)Nc1cccc(F)c1)C(=O)CCCc1c[nH]c2ccccc12	-3	3	x	1	-1	x	-11	0.6	-2
O=C(NCc1cccnc1)Nc1cccc([N+](=O)[O-])c1	5	0	1	8	4	-0.8	0	0.0	9
O=C(N/N=C/c1ccccc1F)c1cc2c(ccc3ccccc32)o1	1	0	-4	-5	-5	0.5	1	-0.1	-32
O=C(COC(=O)Cc1ccc(F)cc1)Nc1ccc(Cl)cn1	3	2	x	8	2	x	14	0.3	-3
CC(=O)c1c(C)[nH]c(C(=O)Nc2ccc(Cl)c(S(=O)(=O)N3CCOCC3)c2)c1C	2	2	-5	2	-1	1.6	8	-3.2	7
O=C(N[C@@H](Cc1ccccc1)C(=O)N[C@@H](Cc1ccccc1)C(=O)O)OCc1ccccc1	0	1	-4	1	0	-0.1	29	0.0	-5
CCN(Cc1nc2cc(Cl)ccc2c(=O)[nH]1)C(=O)c1cccc(NC(=O)c2cccs2)c1	-1	0	x	4	0	x	-5	0.5	-4
O=C(CO/N=C/c1ccccc1)N1c2ccccc2Oc2ccccc21	3	1	0	8	3	2.8	3	0.0	5
Cc1ccc(-n2c(=S)sc3c(=O)n(-c4ccc(F)cc4)c(SCC(=O)O)nc32)cc1C	1	1	6	-2	10	-1.5	-8	0.0	5
Cc1oc2c(CN3CCCC3)c(O)ccc2c(=O)c1-c1ccc(Br)cc1	4	0	3	-2	-1	0.8	-8	0.0	4
C=CCC1(CC=C)CCCN1Cc1nc(COc2ccccc2)no1	1	0	-2	-7	-2	3.0	-6	-0.2	-8
Cn1c(CO)cnc1SCC(=O)c1ccc(Br)cc1	5	0	3	3	-2	0.2	0	0.0	1
CN(Cc1nc(Cc2cccc(F)c2)no1)CC1CCOCC1	2	0	-3	-1	-4	-1.3	-1	0.0	1
CCOC(=O)/C(C#N)=C/c1ccc(-c2ccsc2C(=O)OC)o1	-7	0	-10	-1	1	-55*	-15	0.1	-10
CCC1CCCCN1CCCNC(=O)c1c(O)nc2c(C)cccn2c1=O (stereo not drawn)	7	0	1	2	-10	4.2	9	-0.1	12
CCOC(=O)c1cc2c(=O)n3ccccc3nc2n(Cc2ccccc2)c1=N	3	7	-2	-2	-3	2.9	5	0.0	5
CN(Cc1ccon1)Cc1cn[nH]c1-c1ccc(-c2ccccc2)cc1	5	0	2	1	-2	-7.5	3	0.1	5
CCOC(=O)C1CCN(c2c(NCCC(C)C)c(=O)c2=O)CC1	2	0	-1	-6	6	0.6	-4	0.1	1
Cc1csc2ncc(C(=O)N3CCc4ccccc43)c(=O)n12	-3	0	2	7	-5	0.3	19	0.0	1
CCOc1ccc(Br)cc1S(=O)(=O)Nc1cccnc1	5	0	0	0	-1	-0.1	5	-0.1	-2
O=C(CCN1C(=O)c2ccccc2C1=O)Nn1cnnc1	-4	52*	-1	3	-4	-3.9	7	-0.1	5
CCCNS(=O)(=O)c1ccc(CCC(=O)Nc2ccc3c(c2)OCCO3)cc1	2	4	2	7	5	-0.2	x	-0.1	7
COc1cc(OC)c(C(=O)NC2CC(C)(C)NC(C)(C)C2)cc1OC	1	1	1	-7	-2	0.5	-4	-0.1	-2
O=C(Cn1c(=O)cnc2ccccc21)N1CCN(S(=O)(=O)c2cccc([N+](=O)[O-])c2)CC1	-2	0	0	8	19	0.1	-3	0.0	2
COc1cccc(COC(=O)c2ccc(S(=O)(=O)N3CCC(C)CC3)cc2)c1OC	-3	0	-3	1	-2	0.4	8	0.1	-12
O=C(NNC(=O)c1ccccc1F)c1ccc(S(=O)(=O)N2CCCCC2)cc1	x	0	x	1	x	x	0	-0.1	x
